# Screening data (PubChem BioAssay)
# Granule exo inh: blocks lytic granule exocytosis; TALL-104 LAMP-1 surface exposure, flow cytometry; cells stimulated with thapsigargin and PMA; inhibition, % at 10 µM; 360,000 tested, 0.66% active; AID 651702;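 active = inhibition above about 55%, limit read from the data; inconclusive = no clear call, values can overlap the other calls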
# HIF-2a block: inhibitors of HIF-2a; AID 624352; 360,000 tested, 0.72% active; inhibition, % at 18.8 µM; 786-0 RCC cells HIF-2a reporter, luciferase luminescence, overnight;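 active = inhibition of the luminescence signal of 40% or more relative to plate controls, in a single-dose primary screen at 18.75 µM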
# NR2E3 ag-1: NR2E3 (human) agonism | 320,000 tested, 0.12% active | GST-NR2E3/biotin-RetCOR TR-FRET, 1536-well | AID 2300 | inhibition of corepressor binding, % at 4.78 µM;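 active = percent inhibition above the cutoff of mean plus 3 SD of all tested compounds, set per screening campaign, cut at about 20% in these data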;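 note: 0% = DMSO wells and 100% = biotin wells as full block of FRET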
# Target sequence (Q9Y5X4 whole entry, looked up): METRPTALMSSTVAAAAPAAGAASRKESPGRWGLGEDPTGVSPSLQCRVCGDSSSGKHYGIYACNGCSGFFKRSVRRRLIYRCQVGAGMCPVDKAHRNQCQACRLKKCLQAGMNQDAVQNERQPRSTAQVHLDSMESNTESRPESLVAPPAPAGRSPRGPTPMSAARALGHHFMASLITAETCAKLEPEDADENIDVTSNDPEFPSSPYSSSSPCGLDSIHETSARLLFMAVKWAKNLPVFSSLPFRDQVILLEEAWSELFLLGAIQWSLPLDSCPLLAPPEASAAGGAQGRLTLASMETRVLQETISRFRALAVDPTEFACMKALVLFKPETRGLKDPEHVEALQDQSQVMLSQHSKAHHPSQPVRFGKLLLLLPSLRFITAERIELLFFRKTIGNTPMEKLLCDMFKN
#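 Test system – NR2E3–RetCOR corepressor complex · Quantity – NR2E3 fusion 1.35 nM · Buffer or medium – Tris pH 7.5 · Incubation – Compound–protein incubation for 5 h at 4 °C · Technique – TR-FRET, Eu(K)-anti-GST donor, streptavidin-D2 acceptor, ex 340, em 617/671 nm · Evaluation – percent inhibition of 671/617 nm emission ratio versus biotin and DMSO controls · Plate – 1536-well format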
# MITF TRPM1 inh: inhibitors of MITF-driven TRPM1 promoter in melanoma cells; SK-MEL-5 TRPM1 promoter luciferase, 24 h; inhibition, % at 12.5 µM; 330,000 tested, 0.83% active;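 active = mean inhibition across replicates of 60% or more, whatever share of single replicates reaches that level; inconclusive = some that reach 60%, reason not given; inactive = mean inhibition across replicates below 60%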; note: values of inactives mirror those of a sister screen read the other way
# aDG glyco act: alpha-DG glycosylation activation | Pro5-aDG cells, alpha-DG glycosylation AlphaScreen (IIH6); 0% Pro5, 100% B10-LARGE cell signal | activation, % at 10 µM | 360,000 tested, 0.22% active;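 active = activation of at least 8% versus controls, or a plate z-score of at least 8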;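 note: Pro5 are CHO cells carrying HIG-tagged alpha-DG that lacks glycosylation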
# Peg3 prom inh: inhibitors of Peg3 promoter | HeLa PEG-Prom luciferase reporter, luminescence, overnight | inhibition, % at 20 µM | 360,000 tested, 1.7% active;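 active = inhibition of at least 50% at 20 µM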
# iPSC survival up: enhancers of human iPSC single-cell survival. hiPSC single-cell survival, ATPlite luminescence; 100% = ROCK inhibitor wells, 0% = DMSO. survival enhancement, % at 20 µM. 360,000 tested, 0.044% active. AID 602274; in the data active = survival enhancement above about 18%;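 note: cells exposed to compounds for 16 hours before the ATP read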
# Vif imaging: inhibitors of HIV Vif | HEK293T cells, Vif self-association by quenched fluorescence, imaging, 24 h | inhibition, % at 7.49 µM | 340,000 tested, 0.35% active; in the data active = inhibition above about 50%, passing the limit was not always enough; inconclusive = no clear call, values can overlap the other calls; inactive = below about 31%; note: some results filed as inactive read as strong as hits
# NR2E3 ag-2: agonists of human NR2E3 nuclear receptor; Q9Y5X4; CHO-S Gal4-NCOR/VP16-NR2E3 two-hybrid, luciferase; inhibition of corepressor binding, % at 3.98 µM; 360,000 tested, 0.35% active; AID 602229;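 active = inhibition above the mean of all tested compounds plus 3 SD, cut at about 70% in these data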;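 note: 0% = DMSO with NR2E3 transfected cells and 100% = cells lacking NR2E3 construct; higher means lower luciferase signal from less NR2E3 corepressor binding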
# CaV13 ICDI inh: Primary screen for inhibitors of IQ motif and Ca2+-dependent inactivation inhibitor domain binding in CACNA1D, Förster resonance energy transfer in living cells, …; HEK cells, CFP/YFP FRET ICDI-IQ, plate reader, 10 min; percent FRET-ratio fall versus neutral wells; inhibition, % at 12.3 µM; 340,000 tested, 0.098% active; AID 743397;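 active = mean replicate inhibition of at least 30% and at least 1% of replicates passing that level; inconclusive = only one of the two criteria is met; inactive = neither criterion is met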;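 note: 0% = median of the neutral control wells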
# PDI turbidity: blocks human protein disulfide isomerase activity; P07237; PDI insulin aggregation turbidity, A650, 90 min; inhibition, % at 10 µM; 350,000 tested, 0.052% active;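 active = mean inhibition across replicates of 30% or more, whatever share of single replicates reach that level; inconclusive = mean inhibition below 30% while every single replicate reaches 30%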;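 note: absorbance from insulin aggregation driven by PDI reduction with DTT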
# Target sequence (P07237 whole entry, looked up): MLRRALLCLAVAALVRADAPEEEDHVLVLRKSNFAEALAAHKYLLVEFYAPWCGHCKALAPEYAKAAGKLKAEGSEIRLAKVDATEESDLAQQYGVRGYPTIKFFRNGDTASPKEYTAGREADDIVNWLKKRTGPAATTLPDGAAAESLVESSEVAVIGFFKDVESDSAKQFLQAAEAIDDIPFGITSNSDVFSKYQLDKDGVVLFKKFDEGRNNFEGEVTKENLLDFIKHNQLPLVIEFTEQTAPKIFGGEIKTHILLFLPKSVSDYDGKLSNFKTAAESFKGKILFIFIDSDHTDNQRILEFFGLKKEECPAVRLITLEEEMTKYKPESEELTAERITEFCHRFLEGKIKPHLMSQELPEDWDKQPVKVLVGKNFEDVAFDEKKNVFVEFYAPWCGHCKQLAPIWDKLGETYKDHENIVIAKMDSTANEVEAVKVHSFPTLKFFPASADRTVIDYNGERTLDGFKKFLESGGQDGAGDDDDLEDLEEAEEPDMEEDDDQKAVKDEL
# Numbers without * were called inactive; ? = inconclusive; / = not tested or not shown.
SMILES,Granule exo inh,Vif imaging,CaV13 ICDI inh,aDG glyco act,Peg3 prom inh,MITF TRPM1 inh,NR2E3 ag-2,NR2E3 ag-1,iPSC survival up,PDI turbidity,HIF-2a block
O=C(CN1C(=O)/C(=C\c2ccc(F)cc2)Oc2ccccc21)N1CCN(c2ccccn2)CC1,1,-3,-4,-0.2,39,21,-26,-3,4.5,-16,3
Cc1nc(SCC(=O)N2CCN(C(=O)c3ccco3)CC2)c2c(C)c(C)sc2n1,6,-2,-4,0.6,30,8,-3,-1,-0.6,7,27
CC(C)[C@H](N)C(=O)NC[C@H]1O[C@@H](n2cnc3c(N)ncnc32)[C@H](O)[C@@H]1O,-3,/,-6,-0.2,-9,-3,-6,/,6.7,-1,1
COc1cc(NC(=O)Cn2cnc(S(=O)(=O)N3CCc4ccccc43)c2)cc(OC)c1OC,-1,-7,-14,-0.1,-2,-14,9,-2,-0.1,2,2
C[C@@H](c1ccccc1)N1C[C@H]2CCCN2c2cc(Br)ccc2S1(=O)=O,-4,4,-8,-0.1,27,13,-72,/,-2.2,0,13
C/C=C/c1ccc(OCC(=O)OCC(=O)NC2CC2)c(OC)c1,0,-8,-2,0.0,10,-6,3,/,-0.6,-1,17
Cc1ccc(NC(=S)Nc2cc(-c3ccccc3)[nH]n2)cc1Cl,6,-3,-4,1.2,-4,-5,-15,1,-0.4,7,-36
O=C(CC1C(=O)NCCN1Cc1cccc(Oc2ccccc2)c1)NCC1CCOCC1 (configuration not stated),2,-1,-7,-0.1,18,-6,12,-2,3.8,7,16
CC1=C/C(=N\NC(=S)NCCc2ccccc2)CC(C)(C)C1,3,6,4,-0.4,-178,-53,-89,-1,0.0,1,-270
CCCCCC(=O)Nc1cccc(C2=NOC3(C2)C[C@H](C(N)=O)N(C(=O)c2ccccc2C(=O)c2ccccc2)C3)c1 (some centres not stated),7,/,-4,-0.3,24,9,-16,-1,-2.2,4,8
CCCC(=O)NC(c1ccc(OC)c(OC)c1)c1cc(Cl)c2cccnc2c1O (configuration not stated),0,0,-5,-0.4,48,?,-6,5,-0.8,-13,6
CC(=O)N1CCc2c(sc(NC(=O)c3ccc4c(c3)OCCO4)c2C#N)C1,16,12,0,-0.1,-75,-14,-116,-4,-1.1,10,-169
Cc1cccc(NC(=O)c2ccc(S(=O)(=O)N3CCCCC3)cc2)n1,4,-1,-4,-0.1,-10,-16,14,7,4.7,-3,-59
CCC(Sc1ccccc1C(=O)O)C(=O)O (configuration not stated),2,/,-6,0.0,8,-1,-24,-1,-0.5,-6,19
O=C(NCc1ccc(F)cc1)c1cnccn1,10,-1,-21,-0.2,-36,-4,-5,-2,-1.0,1,-21
CCCC(CNC(C)=O)(C1=CCCCC1)c1ccccc1 (configuration not stated),-6,-11,-3,0.1,33,/,0,/,-2.0,-2,16
O=C1NC[C@H](Cc2ccc(O)cc2)N(C[C@@H]2CCCN2C[C@H](Cc2ccc(O)cc2)N2C[C@H](Cc3ccccc3)N(CC3CCCCC3)C(=O)C2=O)C1=O,2,/,-8,-0.1,/,/,-23,/,0.6,/,5
CN1N=C(C(=O)N2CCc3c([nH]c4ccccc34)C2c2c(F)cccc2Cl)CCC1=O (configuration not stated),0,6,-20,-0.5,-57,-9,-32,0,-0.7,10,-81
Cc1cc2c(cc1C)N(C(=O)CN1C(=O)c3ccccc3C1=O)C(C)(C)c1ssc(=S)c1-2,-8,-6,/,-0.4,26,-1,-6,6,3.2,-12,12
Cn1c(=O)oc2cc(S(=O)(=O)NC3CCCCC3)ccc21,-11,4,-4,-0.1,-1,-1,3,5,-0.1,13,7
N/C(=N\OC(=O)c1ccco1)c1cccc([N+](=O)[O-])c1,3,1,-5,0.0,-207,-47,-119,1,1.8,-1,-225
CCOC(=O)C1=CCN(S(=O)(=O)c2cccc(Cl)c2)C1c1ccc(C)cc1 (configuration not stated),5,16,-3,0.1,19,/,4,/,-0.9,/,11
COc1ccc(-c2nnc(NC(=O)c3c(OC)cccc3OC)s2)cc1,-2,-1,-11,0.1,-7,5,-27,3,-0.2,1,-36
Cc1cc(C)cc(NC(=O)CSc2nncn2-c2ccccn2)c1,2,4,-4,0.2,15,-8,2,2,1.0,5,14
COc1ccc(CNC(=O)C[C@H]2C[C@H](C(=O)N3CCOCC3)[C@@]3(CCC4CCCC4)c4[nH]c5cc(CCC(=O)N(C)C)ccc5c4CCN3C2=O)cc1OC,-3,-7,-6,0.1,-5,13,-12,/,0.7,7,-4
Cn1c(CN2CCCC2)nc2cc(NC(=O)COc3ccc([N+](=O)[O-])cc3)ccc21,6,-5,-5,0.6,4,-1,14,1,-0.7,2,0
COc1ccc(CNC(=O)C2CCCN(S(=O)(=O)c3ccc(Br)s3)C2)cc1 (configuration not stated),69*,-9,-4,0.1,8,4,12,5,-0.6,-6,-3
CC(C)Oc1ccc(S(=O)(=O)N2CCCCC2)cc1NC(=O)C1=NN(c2ccccc2)C(=O)CC1,22,-17,-6,0.7,9,/,-9,/,4.3,-4,21
O=C1[C@@H](Oc2ccccc2)[C@@H](c2cccnc2)N1c1ccccc1,-1,-1,-2,0.2,8,27,-19,/,-1.0,-14,7
CCN(C(=O)CSc1nc2ccccc2o1)c1c(N)n(Cc2ccccc2)c(=O)[nH]c1=O,0,6,-6,-0.1,-4,14,22,3,0.0,-5,9
Cc1ccc(OCCOC(=O)CCc2nc3ccccc3c(=O)[nH]2)cc1,3,8,-5,-0.3,17,4,-14,2,2.4,2,11
COc1ccc(C(=O)N2CCNC(=O)C2)cc1S(=O)(=O)Nc1ccc(Br)cc1,-5,4,-2,0.1,4,-13,-11,3,-0.2,-1,7
Cc1ccc(C(=O)NCC(=O)OCc2cccc(Br)c2)cc1,-7,3,-2,-0.1,-9,-2,0,1,0.8,-4,12
Cc1c(NC(=O)/C(C#N)=C/c2ccc(-c3cc(Cl)ccc3Cl)o2)c(=O)n(-c2ccccc2)n1C,4,-14,-11,0.1,23,-1,-5,-4,-2.0,-11,-58
CCN(C(=O)CSc1nnc(NC2CCCCC2)s1)C1CCS(=O)(=O)C1 (configuration not stated),-4,-6,-8,-0.1,20,5,3,5,11,-3,-19
COc1ccc(S(=O)(=O)N(C)CC(=O)N2CCCCC2)cc1Cl,6,-7,/,-0.1,12,15,2,0,8.8,-1,2
O=C(O)c1sccc1OCc1ccccc1,1,8,-2,-0.2,-2,0,-21,5,0.0,-7,11
O=C(CSc1nnc(Cn2nnc3ccccc32)o1)N(Cc1ccc(Cl)cc1)c1ccccc1,8,-38,/,6.4*,28,10,81*,5,-3.4,-3,24
CCOC(=O)C1=C(C)n2c(s/c(=C/c3cccc([N+](=O)[O-])c3)c2=O)=NC1c1ccc(O)c(OC)c1 (configuration not stated),-1,0,-8,-0.2,27,3,12,-2,-1.2,0,21
COc1ccc(S(=O)(=O)N2CCC(C(=O)NCCCn3ccnc3)CC2)cc1C,7,2,-2,0.0,-11,-4,8,3,0.0,-3,15
COC(=O)Cc1cccc2c(=O)c3ccccc3oc12,2,8,-19,-0.1,-8,4,-3,-2,0.3,-3,-4
CCCCc1ccc(NC(=O)CSc2nnc(CNC(=O)c3ccco3)o2)cc1,-1,-3,-4,-0.1,20,2,3,-1,0.3,-8,6
Cc1cc(=O)[nH]c(SCC(=O)NCCOc2ccccc2)n1,-2,3,-8,0.0,12,0,11,3,2.4,8,17
Cc1ccccc1NC(=O)Nc1nnc(Cc2ccc([N+](=O)[O-])cc2)s1,-2,4,-2,0.3,24,14,-8,0,2.2,2,8
CCOc1cc(C)ccc1OCc1nnc(SCC(=O)c2cccc([N+](=O)[O-])c2)n1C,1,0,-9,0.8,13,14,-8,-1,-1.3,-17,-8
COc1cc(NC(C)CCCN)c2ncccc2c1 (configuration not stated),4,-2,-5,0.1,-11,21,-8,0,0.0,11,-1
Cc1ccccc1C1CC(=O)Oc2cc(O)ccc21 (configuration not stated),2,63*,/,-0.3,-6,-6,-4,/,-1.8,6,5
CCCc1nc(SCC(=O)N2c3ccccc3CC2C)c2c(C)c(C)sc2n1 (configuration not stated),0,20,/,0.5,13,7,-10,0,-2.5,-2,13
O=C(NCCC1=CCCCC1)c1ccc2c(=O)n3c(nc2c1)CCCCC3,-1,-11,-6,-0.3,-82,-55,-36,2,0.4,-3,-148
CCOC(=O)c1sc(NC(=O)C(CC)Sc2nccn2C)nc1C (configuration not stated),-6,-2,/,0.4,-9,5,27,3,2.0,-4,4
CCN(CC)S(=O)(=O)c1ccc2oc(C(=O)NCc3ccc(F)cc3)c(C)c2c1,10,/,/,0.7,33,14,2,1,-1.5,-6,22
CCNC(=O)C/C(C)=N/NC(=O)C(=O)Nc1ccc(CC)cc1,-3,7,-20,1.2,-19,-10,-13,2,-0.4,7,-38
CS(=O)(=O)c1ccc2nc(NC(=O)c3ccco3)sc2c1,0,-6,-9,0.0,-147,-21,-112,5,-1.1,-9,-132
Cc1ccc(/C=C/C(=O)O)cc1S(=O)(=O)N1CCc2ccccc2C1,0,5,0,0.0,-3,3,-11,1,-1.4,-1,12
N#CCN1CCN(CC(=O)c2ccc(Br)cc2)CC1,18,-8,-19,0.0,7,16,-12,0,0.8,4,8
CCCSc1nsc(NC(=O)CC)n1,1,-14,-5,0.0,-256,-59,-138,-2,0.6,-6,-244
CN1CCN(c2nnc(-c3ccc(F)cc3)c3ccccc23)CC1,5,-5,-1,0.0,-3,8,-23,-2,-0.3,16,9
Cc1ccc(-n2nnnc2SC(C)C(=O)Nc2ccccc2-c2ccccc2)cc1 (configuration not stated),2,-10,2,-0.1,21,-14,-7,3,-3.0,-5,20
CNC(=O)c1ccccc1NC(=O)c1ccco1,-2,-7,-5,0.2,-16,-3,-16,2,7.1,10,14
COc1ccc(C(=O)C(C)OC(=O)c2sc(C)nc2C)cc1 (configuration not stated),-6,-6,-3,0.0,2,-6,-14,0,1.4,-3,-19

# Outcome played no part in choosing rows. Share with any hit: about 3.5%.
